# Screens (PubChem BioAssay)
# NS5 inhibitors: Dengue-2 NS5 methyltransferase inhibitors, primary screen, biochemical, confirmation dose response (AID 588689); Genome polyprotein (Dengue virus type 2 (strain 16681-PDK53)); Dengue-2 NS5 methyltransferase capping enzyme assay, biochemical; higher % means a stronger effect; inhibition, % at 25 µM, or IC50 in µM where a hit was titrated; 0.3% of 340,000 active; in the data active = a potency from the dose series; inconclusive = inhibition above about 29% without an active follow-up result
# Myeloid diff MLP: induction of myeloid progenitor differentiation, primary screen, cell-based, flow cytometry, MLPCN library. 1% of 360,000 active. calls only at 10 µM. ER-HoxA9 myeloid progenitors, lysozyme-GFP differentiation;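 active = normalized GFP-positive differentiation at or above the plate's own cutoff, the solvent-only control mean plus 3 SD; inconclusive = no clear call, values can overlap the other calls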;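 also: cells exposed to compound for four days before flow analysis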
# NS5 inhibitors pilot replicate: also measured in NS5 inhibitors; calls as there; inhibition, %; measured here: pilot screen replicate inhibition
# Myeloid diff MLP GFP+ MAC1+ %: recorded beside Myeloid diff MLP, whose call it bears; GFP+ MAC1+ double positive, %; measured here: differentiation confirmed by MAC1 staining
# An asterisk follows results filed as active; i = inactive; ? = inconclusive; / = not tested or not shown; + = active, no number. An excerpt. The share of hits here may be higher or lower than overall.
SMILES,NS5 inhibitors,Myeloid diff MLP,Myeloid diff MLP GFP+ MAC1+ %,others
CC(C)(Oc1ccc(Cl)cc1)C(=O)OCC(=O)N1CCN(c2ccccc2)CC1,-4%,i,0.2,
CCOC(=O)C1Nc2c(cc(C(F)(F)F)cc2[N+](=O)[O-])C2c3ccccc3CC12 (stereo unspecified),1%,i,1.2,
COc1ccc2oc(C(=O)OCC(=O)Nc3ccc(C)c(S(=O)(=O)N4CCOCC4)c3)c(C)c2c1,5%,i,0.9,
O=C1NC(Cc2ccc(O)cc2)c2nc3ccccc3c(=O)n2-c2ncccc21 (stereo unspecified),2%,i,1.0,
C/C=C1\COC(C(=O)NCc2cccc(OC)c2OC)(C(F)(F)F)C=C1C=C1CCCCC1 (stereo unspecified),-5%,i,1.7,
CCOC(=O)[C@@H]1[C@H]2COc3ccc(Br)cc3[C@@H]2N2C(=O)N(c3ccc(F)cc3)C(=O)[C@@]12C,3%,i,1.0,
CC(=O)c1ccc(S(=O)(=O)Nc2ccc(C(=O)N3CCC3)cc2)cc1,-5%,i,0.3,
Cc1csc(=O)n1CC(=O)OC(C)C(=O)Nc1ccc(F)c(F)c1F (stereo unspecified),-4%,i,1.7,
Cc1cccc(N2CCN(CC(O)COc3ccccc3)CC2)c1 (stereo unspecified),-5%,i,0.9,
CCC(C)Sc1ccc([C@@H]2[C@H]3C(=O)N(CC)C(=O)[C@H]3[C@]3(C(=O)OC)CCCCN23)cc1 (stereo partly specified),-24%,i,0.5,
COc1ccc2c(c1)c(CCNNC(=O)C(C)(C)C)c(C)n2C(=O)c1ccc(Cl)cc1,-14%,i,4.3,
COc1cc(OC)cc(-c2cc3cc4c(cc3cn2)OCO4)c1,-6%,?,/,
COC(=O)C1N[C@@H]([C@@H](NC(=O)COc2ccccc2)C(=O)NC2CC2)SC1(C)C (stereo partly specified),-2%,i,2.0,
CSCCC1NC(=O)C(C(C)=Nc2ccccc2)=C1O (stereo unspecified),-9%,i,0.5,
CCCCn1c(N)c(N(CCOC)C(=O)c2ccc(-n3c(C)ccc3C)cc2)c(=O)[nH]c1=O,-6%,i,0.6,
Cc1ccc(NC(=O)C(C)OC(=O)Cc2c[nH]c3ccccc23)cc1 (stereo unspecified),1%,i,1.2,
COc1ccc(C2=C(C=O)Cc3ccccc3O2)cc1,-3%,i,0.2,
Cc1cccc(NC(=O)c2cccc([N+](=O)[O-])c2O)c1C,2%,i,1.3,
O=C(Cn1cnc2c(OCc3ccccc3)ncnc21)NCCCn1ccnc1,-6%,i,0.9,NS5 inhibitors pilot replicate=-2.1
Cc1ccc(NC(=O)CSc2nc3cc(C(=O)NCC4CCCO4)ccc3c(=O)n2CC2CCCO2)cc1 (stereo unspecified),6%,i,1.0,

# Pulled by structure from the entries so far (5):
SMILES,NS5 inhibitors,Myeloid diff MLP,Myeloid diff MLP GFP+ MAC1+ %,others
Cc1ccc(NC(=O)C(C)OC(=O)Cc2c[nH]c3ccccc23)cc1 (stereo unspecified),1%,i,1.2,
COC(=O)C1N[C@@H]([C@@H](NC(=O)COc2ccccc2)C(=O)NC2CC2)SC1(C)C (stereo partly specified),-2%,i,2.0,
COc1ccc2oc(C(=O)OCC(=O)Nc3ccc(C)c(S(=O)(=O)N4CCOCC4)c3)c(C)c2c1,5%,i,0.9,
CCC(C)Sc1ccc([C@@H]2[C@H]3C(=O)N(CC)C(=O)[C@H]3[C@]3(C(=O)OC)CCCCN23)cc1 (stereo partly specified),-24%,i,0.5,
CCOC(=O)[C@@H]1[C@H]2COc3ccc(Br)cc3[C@@H]2N2C(=O)N(c3ccc(F)cc3)C(=O)[C@@]12C,3%,i,1.0,

# (next part)
SMILES,NS5 inhibitors,Myeloid diff MLP,Myeloid diff MLP GFP+ MAC1+ %,others
COc1cccc(C2Nc3ccccc3C(=O)N2Cc2ccccc2)c1 (stereo unspecified),-2%,i,0.1,
COc1cccc(NC(=O)CN(C)C(=O)CC2CCCCC2)c1,4%,i,0.6,
FC(F)(F)c1cccc(CN2CCN(c3ncccn3)CC2)c1,-12%,i,0.5,
C[C@@H]1CN([C@H](C)CO)C(=O)CCCn2nncc2CO[C@@H]1CN(C)C(=O)Nc1ccc(N2CCCCC2)cc1,-3%,i,0.9,
CC1CNC(=S)N(c2ccc(F)cc2)C1=O (stereo unspecified),1%,i,1.1,
CCN(Cc1ccccc1)S(=O)(=O)c1ccc(C(=O)N(CCCN(C)C)c2nc3cc4c(cc3s2)OCCO4)cc1,-4%,i,0.3,
Cc1ccccc1C(=O)NCC(=O)OCC(=O)NNC(=O)c1ccccc1F,-11%,i,0.5,
COCCN(C(=O)COC(=O)c1cccnc1Cl)c1c(N)n(Cc2ccccc2)c(=O)[nH]c1=O,0%,i,0.8,
COCCN(C(=O)COC(=O)c1ccc2ccccc2c1)c1c(N)n(Cc2ccccc2)c(=O)[nH]c1=O,2%,i,1.3,
C[C@H](CO)N1C[C@H](C)[C@@H](CN(C)S(C)(=O)=O)Oc2c(NC(=O)C3CC3)cccc2C1=O,-1%,i,1.9,
CCCCn1c(N)c(N(CCC(C)C)C(=O)c2ccc3c(c2)OCCO3)c(=O)[nH]c1=O,-5%,i,0.7,
C[C@@H]1CN([C@@H](C)CO)S(=O)(=O)c2ccc(Br)cc2O[C@@H]1CN(C)Cc1ccccn1,2%,i,0.2,
CCCCn1c(N)c(N(CC(C)C)C(=O)Cc2ccc(S(=O)(=O)N3CCOCC3)s2)c(=O)[nH]c1=O,3%,+,9.1*,
Cc1ccc2nc(-c3ccc(Br)cc3)cc(C(=O)NCC3CCCO3)c2c1 (stereo unspecified),-3%,i,0.1,
Cc1cc(C)cc(-n2ccnc2SCC(=O)c2c(N)n(C3CC3)c(=O)[nH]c2=O)c1,2%,i,1.0,
C[C@@H]1CN([C@H](C)CO)C(=O)CCCn2cc(nn2)CO[C@H]1CN(C)C(=O)C1CC1,2%,i,0.8,
CN1CCN(S(=O)(=O)c2cccc(C(=O)N3CCN(c4ccccc4F)CC3)c2)CC1,-6%,i,0.1,
O=C(COC(=O)c1ccc(F)c(S(=O)(=O)N2CCOCC2)c1)NCc1ccc2c(c1)OCO2,-11%,i,0.6,
CC1CCCCN1C(=O)COC(=O)c1ccc2c(c1)C(=O)N(Cc1ccco1)C2=O (stereo unspecified),-1%,i,0.8,
CCN(CC(=O)Nc1ccc(NC(C)=O)cc1)C(=O)/C=C/c1ccc([N+](=O)[O-])cc1,-10%,i,0.7,

# Next part, starting with the last 2 of the part before.
SMILES,NS5 inhibitors,Myeloid diff MLP,Myeloid diff MLP GFP+ MAC1+ %,others
CC1CCCCN1C(=O)COC(=O)c1ccc2c(c1)C(=O)N(Cc1ccco1)C2=O (stereo unspecified),-1%,i,0.8,
CCN(CC(=O)Nc1ccc(NC(C)=O)cc1)C(=O)/C=C/c1ccc([N+](=O)[O-])cc1,-10%,i,0.7,
O=C1[C@H]2[C@@H](c3ccc(C(F)(F)F)cc3)N[C@]3(CCCN(Cc4ccccc4)C3=O)[C@H]2C(=O)N1Cc1ccccc1,2%,i,1.2,
N#CCCN(C(=O)COC(=O)c1cccc(S(=O)(=O)N2CCCCCC2)c1)c1ccc(F)cc1,-1%,i,0.6,
O=C(Nc1ccc(S(=O)(=O)N2CCCCC2)cc1)C1CCN(C(=O)c2ccc(F)cc2)CC1,1%,i,0.3,
Cc1ccc(OCCC(=O)OCC(=O)N2c3ccccc3NC(=O)C2(C)C)cc1,-1%,i,0.7,
CCC(C)c1ccccc1NC(=O)COC(=O)C1=NN(c2ccccc2)C(=O)CC1 (stereo unspecified),9%,i,0.9,
COc1cc(NCCCn2cnc3c(OC)ncnc32)cc(OC)c1OC,7%,i,0.4,
O=[N+]([O-])c1cccc(COc2ccc(CN3CCOCC3)cc2)c1,2%,i,0.2,NS5 inhibitors pilot replicate=-3.6
CCOC(=O)[C@H](CCc1ccccc1)N[C@@H](C)C(=O)N1[C@H](C(=O)O)C[C@@H]2CCC[C@@H]21,-2%,i,1.9,
COc1cc(NC(=O)C(C)(C)C)c(C(=O)OCC(=O)Nc2cc(C)on2)cc1OC,-2%,i,0.4,
CC(C)(C)OC(=O)C[C@@H]1C/C=C\C[C@H](CC(=O)NCCO)C(=O)NC[C@@H](c2ccccc2)OC1=O,-2%,i,1.9,
O=C(COc1ccc2ccc(=O)oc2c1)Nc1ccc2c(c1)OCCO2,-6%,i,0.9,NS5 inhibitors pilot replicate=-0.9
Cc1cc(C)cc(OCC(=O)N(Cc2ccco2)c2c(N)n(Cc3ccccc3)c(=O)[nH]c2=O)c1,-2%,i,0.5,
O=C(CCCOc1ccccc1)N1CCN(S(=O)(=O)c2cccc(F)c2)CC1,-6%,i,0.8,
Cc1ccc(C)c(NC(=O)CN(C)C(=O)Cc2coc3cc(C)c(C)cc23)c1,-2%,i,0.7,
Cc1noc(C)c1CSCC(=O)N(C)CC(=O)Nc1ccc(F)c(F)c1F,2%,i,0.3,
COc1ccc(N2CC(C(=O)NCCC3=CCCCC3)CC2=O)c(OC)c1 (stereo unspecified),-10%,i,0.7,
O=C(OCC(=O)N1CCCC1)c1c[nH]c2ccccc12,5%,i,0.3,
CC(C)(C)Cc1c(-c2ccccc2)nc2ccc(Br)cn12,3%,i,0.3,
Cc1ccc(Cc2nnc(SCC(=O)Nc3ccccc3)[nH]c2=O)cc1,-2%,i,1.0,
COc1ccc(NC(=O)CC(=O)Nc2ccc(OC)cc2)cc1,-4%,i,1.4,
CCOc1ccc(NC(=O)CN(C)C(=O)c2ccc(OCC(=O)N3CCOCC3)c(OC)c2)cc1OCC,1%,i,0.5,
Nc1cccnc1Sc1ccccc1,-3%,i,0.7,
COc1ccc(OCCCC(=O)OC(C)C(=O)Nc2ccc(C)cc2)cc1 (stereo unspecified),-6%,i,0.2,
COc1ccc(-c2cc3nc(-c4ccccc4)cc(N4CCN(C(C)=O)CC4)n3n2)cc1,-6%,i,0.8,
CCCC(=O)Nc1cc(OC)c(NC(=S)Nc2ccc(CC)cc2)cc1OC,-8%,i,0.3,
CNC(=O)c1c(NC(=O)CCS(=O)(=O)c2ccc(C)cc2)sc2c1CCN(C(=O)OC)C2,-6%,i,1.3,
COc1ccc2nc(-c3ccccn3)ccc2c1,0%,i,0.3,
Cc1nnc(SCC(=O)Nc2c(Cl)cccc2Cl)n(N)c1=O,7%,i,2.1,
CCOC(=O)CCN(C(=S)Nc1ccccc1)C1CCCCC1,-10%,i,1.0,
CC1CN(S(=O)(=O)c2ccc(C(=O)N3c4ccccc4CC3C)cc2)CC(C)O1 (stereo unspecified),1%,i,0.8,
COCCn1c(SCC(=O)NCC(c2ccccc2)N(C)C)nc2sc3c(c2c1=O)CCC3 (stereo unspecified),-6%,i,0.1,
CCN(CC)CCn1c2c(c(SCC(=O)NCc3ccccc3)nc1=O)CCCC2,2%,i,0.7,
OC(CN1CCCCC1)c1ccc2c3c(cccc13)CC2 (stereo unspecified),8%,i,0.4,
CCc1ccc(CN(C)CC(=O)Nc2ccc(S(=O)(=O)N3CCOCC3)cc2)cc1,-5%,i,0.7,
CCOC(=O)C1CCN(C(=O)c2ccc(OCC(=O)Nc3ccc(OCC)cc3)c(OC)c2)CC1,4%,i,0.6,
Nc1nc(SCC(=O)Nc2cc(Cl)c(Cl)cc2Cl)n[nH]1,-1%,i,1.7,
CC(CNC(=O)COC(=O)c1cccnc1Cl)c1ccccc1 (stereo unspecified),-5%,i,0.4,
O=C(CNC(=O)c1ccc(Br)cc1)Nc1ccc2c(c1)CCC2,-18%,i,1.0,
COc1ccccc1NS(=O)(=O)c1cccc(NC(=O)c2cncc(Br)c2)c1,3%,i,0.6,
CN(CCOc1ccccc1)C(=O)c1cc(S(=O)(=O)N2CCOCC2)ccc1Cl,-7%,i,0.9,

# Two successive records out of the list so far, quoted:
SMILES,NS5 inhibitors,Myeloid diff MLP,Myeloid diff MLP GFP+ MAC1+ %,others
COc1ccccc1NS(=O)(=O)c1cccc(NC(=O)c2cncc(Br)c2)c1,3%,i,0.6,
CN(CCOc1ccccc1)C(=O)c1cc(S(=O)(=O)N2CCOCC2)ccc1Cl,-7%,i,0.9,

# (continued)
SMILES,NS5 inhibitors,Myeloid diff MLP,Myeloid diff MLP GFP+ MAC1+ %,others
O=C(COC(=O)c1cc(Cl)ccc1O)Nc1cc(C(F)(F)F)ccc1N1CCOCC1,-3%,i,1.6,
COc1ccc(OC)c(-c2csc(NC(=O)C3CSC4(C)CCC(=O)N34)n2)c1 (stereo unspecified),-4%,i,1.2,
CCCCNc1c(-c2cccc(-c3cc(C(C)=O)cs3)c2)nc2cc(C)ccn12,-2%,i,1.1,
O=C(NC1CCCCC1)c1ccc2ccccc2c1,3%,i,0.3,
COc1ccccc1C(=O)NNC(=O)c1cc2ccccc2cc1O,11%,i,0.4,
CCCc1cc(=O)[nH]c(SCC(=O)N(C)CC(=O)Nc2ccc(F)cc2)n1,4%,i,0.9,
CCCNC(=O)N(C)C[C@@H]1Oc2cc(Br)ccc2S(=O)(=O)N([C@@H](C)CO)C[C@H]1C,-6%,i,1.2,
COc1cc2c(cc1OC)CN(C(=O)c1nn(Cc3ccccc3)c(=O)c3ccccc13)CC2,2%,i,0.7,
COc1ccc(C(O)Cc2nccn2C)cc1 (stereo unspecified),-1%,i,0.5,
COc1ccc(OC)c(C(=O)N(C[C@H]2CC[C@@H]([C@@H]3CC[C@H](CO)O3)O2)C(C(=O)NC(C)(C)C)c2ccc(-c3ccccc3)cc2)c1 (stereo partly specified),0%,i,0.2,NS5 inhibitors pilot replicate=0.3
CCc1ccc(OCC(=O)Nc2ccc(S(=O)(=O)N3CCOCC3)cc2)cc1,-10%,i,0.5,
